# Screening data: PubChem BioAssay, National Center for Advancing Translational Sciences (NCATS)
# AMA1-RON2 inh: qHTS for Inhibitors of AMA1-RON; Towards Development of Antimalarial Drug Lead: Primary Screen; Plasmodium falciparum AMA1 (3D7) - RON2 peptide interaction; actives 0.2% (n = 360,000); AlphaScreen AMA1-biotinylated RON2 peptide binding; Potency, µM (doses to about 58.2 µM), for the others: at the highest dose activity change, negative = inhibition, actives largely listed as inhibitors;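 also: potency is read from the fitted curve at half-maximal effect; 0% = vehicle wells and -100% = peptide control; nearly all actives have a fitted effect of over 45% in size; some results filed as inactive show a strong effect at the top dose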
#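 AMA1 (3D7) with his tag at 25 nM final met compounds first, then biotinylated RON2 peptide at 25 nM; detection used donor plus acceptor beads, 10 µg/mL apiece, read by AlphaScreen after 30 min at room temperature.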
# HCMV antiviral: qHTS Assay for inhibitors of the human cytomegalovirus (HCMV) | actives 4.5% (n = 410,000) | activity change, negative = inhibition, % at 57.5 µM | HFF cells, HCMV-luciferase reporter, 72 h; stronger effect = lower value | AID 1259415, 2018; in the data active = activity change below about -60%; inconclusive = no clear call, values can overlap the other calls; inactive = above about -39%
#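 After 16 h attachment at 37C, HFF cells received test compound and HCMV-luciferase (1 PFU/cell); reporter luminescence read 72 h later, data normalized against buffer-only and known inhibitor Salinomycin.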
# AmpC no deterg: qHTS Inhibitors of AmpC Beta-Lactamase (assay without detergent) | Potency, µM (highest dose often 57.1 µM), inactives show at the highest dose activity change, negative = inhibition, hits mostly inhibitors | actives 0.52% (n = 330,000) | AmpC nitrocefin hydrolysis, absorbance 480 nm, 0.0001% Triton;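 also: potency is read from the fitted curve at half-maximal effect; plate controls were no compound for no effect and no enzyme for full effect; nearly all actives have a fitted effect of over 20% in size; some results filed as inactive show a strong effect at the top dose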
# Target sequence (P00811 whole entry, looked up): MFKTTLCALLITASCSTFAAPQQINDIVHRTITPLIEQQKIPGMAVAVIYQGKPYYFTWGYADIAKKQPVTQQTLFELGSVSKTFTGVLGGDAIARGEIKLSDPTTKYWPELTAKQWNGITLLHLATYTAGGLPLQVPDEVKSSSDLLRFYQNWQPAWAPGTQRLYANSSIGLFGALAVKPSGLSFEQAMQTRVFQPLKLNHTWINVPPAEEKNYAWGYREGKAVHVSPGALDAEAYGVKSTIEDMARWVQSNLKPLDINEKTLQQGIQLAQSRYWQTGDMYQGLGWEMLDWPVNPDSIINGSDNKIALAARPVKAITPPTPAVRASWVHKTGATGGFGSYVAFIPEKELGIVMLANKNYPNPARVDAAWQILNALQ
#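 AmpC (5.3 nM in the dispensed reagent) in 20 mM phosphate pH 7.0 with 0.01% (detergent screen) or 0.0001% Triton X-100 was preincubated with compounds for 15 min at room temperature. Nitrocefin was then added from an 800 uM solution, and hydrolysis was followed at 480 nm.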
# Sm TGR block: qHTS Assay for the Inhibitors of Schistosoma Mansoni Peroxiredoxins. Schistosoma mansoni thioredoxin glutathione reductase (TGR), Q962Y6. purified TGR, DTNB reduction, TNB absorbance 405 nm. Potency, µM (highest dose often 114 µM), for inactives: top-dose activity change, negative = inhibition, most hits filed as inhibitors. actives 3% (n = 360,000). AID 485364, 2010; also: potency is read from the fitted curve at half-maximal effect; nearly all actives have a fitted effect of over 60% in size
#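 Kinetic colorimetric format: TGR-catalysed, NADPH-driven DTNB reduction monitored via TNB absorbance. Enzyme dispensed at 20 nM; compound exposure 15 min at room temperature before reaction start.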
# AmpC inh detg: qHTS Inhibitors of AmpC Beta-Lactamase (assay with detergent); P00811; AmpC hydrolysis of nitrocefin, absorbance 480 nm, 0.01% Triton; Potency, µM (titrated, usually from 114 µM), inactives show at the highest dose activity change, negative = inhibition, most hits filed as inhibitors; actives 0.041% (n = 370,000);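 also: potency is read from the fitted curve at half-maximal effect; 0% = no-compound wells and -100% = no-enzyme wells; nearly all actives have a fitted effect of over 25% in size; some results filed as inactive show a strong effect at the top dose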
#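 AmpC (5.3 nM in the dispensed reagent) in 20 mM phosphate pH 7.0 with 0.01% (detergent screen) or 0.0001% Triton X-100 was preincubated with compounds for 15 min at room temperature. Nitrocefin was then added from an 800 uM solution, and hydrolysis was followed at 480 nm.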
# Giardia FBPA inh: qHTS Assay for Inhibitors of Fructose-1,6-bisphosphate Aldolase from Giardia Lamblia; A8B2U2; purified Giardia FBPA; Potency, µM (doses to about 59.6 µM), for the others: top-dose activity, negative = inhibition, most hits filed as inhibitors; actives 0.71% (n = 290,000); also: potency is read from the fitted curve at half-maximal effect; nearly all actives have a fitted effect of over 55% in size
# Target sequence (A8B2U2 whole entry, looked up): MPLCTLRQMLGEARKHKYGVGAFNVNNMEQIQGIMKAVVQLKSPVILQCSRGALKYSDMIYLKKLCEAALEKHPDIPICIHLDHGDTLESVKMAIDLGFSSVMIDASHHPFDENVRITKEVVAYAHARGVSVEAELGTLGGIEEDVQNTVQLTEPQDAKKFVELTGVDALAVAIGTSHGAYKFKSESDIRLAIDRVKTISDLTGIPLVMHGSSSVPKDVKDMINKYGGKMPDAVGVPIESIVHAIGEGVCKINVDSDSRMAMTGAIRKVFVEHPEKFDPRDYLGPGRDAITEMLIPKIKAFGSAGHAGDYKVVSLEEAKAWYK
#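 Giardia FBPA (40 nM reagent) was preincubated 10 min at RT with compound (up to 57.5 uM final), then substrate plus GAPDH/TPI/NAD/arsenate coupling system with diaphorase/resazurin was added; resorufin fluorescence (525/598 nm) was read after 20 min.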
# Starred values were filed as active, the others as inactive; ? = inconclusive; . = not tested or not shown; & = joins results of further samples; [ ] = another dose, or the depositor's remark. Unless noted, calls follow the shape of the dose curve; as a rule, active = well fitted curve in the direction sought with a large enough effect; inconclusive = small, poorly fitted or top-dose-only effect, or another doubt; inactive = no such curve, though single readings can be large; an effect the other way counts as inactive or inconclusive. Unless noted, % is scaled to controls: 0 for no effect and ±100 for the full control effect.
No.	molecule	AMA1-RON2 inh	HCMV antiviral	AmpC no deterg	Sm TGR block	AmpC inh detg	Giardia FBPA inh
1	COc1ccc(C(=O)Nc2nc(C)cs2)cc1S(=O)(=O)N1CCCC1	1.5%	37.9	0.0%	-2.9%	3.1%	0.0%
2	CC(C)CN1C(=O)C(=O)N(CC(=O)NCc2ccc3c(c2)OCO3)C1=O	6.2%	-3.0	-11.2%	-21.9%	?	5.6%
3	CCn1cnnc1SCC(=O)Nc1ccccc1C(=O)NC1CC1	-1.2%	28.9	-12.2%	.	.	.
4	COc1ccc(C2=NCCn3nc4cc(C(F)(F)F)ccc4c32)cc1	-0.2%	7.5	54.6%	?	-7.2%	.
5	COC(=O)c1ccc(N2CCS(=O)(=O)CC2)cc1	38.2%[activator]	-14.2	-4.9%	-5.2%	?	2.4%
6	CCOc1ccc(NC(=O)c2ccc(NC(=S)NC3CC3)cc2)cc1	2.9%	?	-17.2%	-18.1%	-7.9%	3.5%
7	O=C(Cn1nc(C(F)(F)F)c2c1CCCC2)NC1CCCC1	8.6%	5.3	-5.9%	-10.0%	-13.2%	-0.9%
8	Cc1ccccc1CSc1nnc(-c2cccnc2)n1N	-0.3%	32.1	-7.5%	-23.8%	?	3.3%
9	CCOCc1cc(CN2CCN(c3ccccc3OC)CC2)c(O)c2ncccc12	.	-98.5*	.	?	19.1%	.
10	O=C(COc1ccc(Cl)cc1Cl)N/N=C/c1ccccn1	122.0%[activator]	-17.9	-13.3%	-6.7%	2.2%	.
11	Cc1cccc(C(=O)NCC(c2cccs2)N2CCOCC2)c1 (centres undefined)	7.9%	7.9	3.9%	7.0%	5.0%	.
12	Cc1cccc(C(=O)OCC(=O)N2CC(C)OC(C)C2)c1C (centres undefined)	-13.8%	-28.5	-1.6%	7.5%	-1.3%	.
13	CCCc1[nH]nc2c1C(c1c(C)nn(-c3ccccc3)c1Cl)C(C#N)=C(N)O2 (centres undefined)	-5.6%	-27.5	7.8%	-21.1%	-7.6%	-15.5%
14	C#CCOC(=O)C[N+](C)(C)CC=C	-6.1%	24.8	-7.0%	-20.8%	?	-12.2%
15	Cc1ccc(S(=O)(=O)Nc2nnc(CC(C)(C)C)s2)cc1	8.1%	-8.5	-27.0%	10.7%	?	-8.6%
16	Cc1noc(NS(=O)(=O)c2ccc(NC(=O)CSc3nc4ccccc4[nH]3)cc2)c1C	-1.7%	42.5	-25.1%	-24.5%	3.3%	4.0%
17	O=c1oc2ccccc2c(O)c1/C=N/c1ncccn1	-0.2%	55.0	-31.2%	-28.0%	4.7%	2.4%
18	COc1cc(C(=O)NC2CCN(CC(=O)NC3CCCCC3)CC2)cc(OC)c1OC	-0.8%	-22.8	28.2%	3.6%	?	3.6%
19	CC(=O)c1ccc(S(=O)(=O)NC2CCCCCCC2)cc1	2.8%	-32.8	-28.3%	-10.5%	-6.0%	13.4%
20	CC(CO)Nc1nc(SCc2ccccc2)nc2sc3c(c12)CCC3 (centres undefined)	9.6%	?	-8.1%	-30.1%	-1.5%	-6.1%
21	CCc1nnc(SCC(=O)Nc2ccc(Cl)cc2F)c2cc3occc3n12	.	?	.	7.5%	11.4%	.
22	COCCN(C(=O)CCC(=O)Nc1ccccn1)C(C(=O)NCCC(C)C)c1ccc(C)cc1 (centres undefined)	-0.4%	?	50.6%	-2.1%	1.9%	.
23	C#CCNC(=O)C1=C[C@@H](c2ccc(C(F)(F)F)cc2)[C@H](CCCO)[C@@H](OCC)O1	7.3%	-21.1	100.8%[activator]	2.1%	7.6%	7.5%
24	COc1cc([C@H](Cc2ccccc2)NC(C)=O)oc(=O)c1	?	-10.1	-3.2%	?	10.1%	?
25	O=C(CCSCc1cnn(-c2ccccc2)c1-n1cccc1)NCc1ccc(Cl)cc1	.	-18.2	.	-14.1%	-8.2%	.
26	CC(=O)N(C)c1ccc(OCC(O)COc2ccc(N(C)C(C)=O)cc2)cc1	4.6%	63.4	-13.9%	0.0%	-7.2%	2.6%
27	COc1ccc(CCNC(=O)CS(=O)Cc2nc(-c3cccs3)oc2C)cc1OC (centres undefined)	2.9%	5.4	9.8%	22.4µM*	-4.0%	.
28	O=S(=O)(NCc1cccnc1)c1ccc(Cl)c2ccccc12	2.9%	-39.6	-5.2%	-0.9%	?	19.7%
29	CC(C)CC(NC(=O)c1ccc(Cl)cc1)C(=O)OCc1cc([N+](=O)[O-])cc2c1OCOC2 (centres undefined)	-6.6%	-16.2	-34.7%	-3.9%	-5.8%	-4.5%
30	CCCCOc1ccc(Cc2cnc(N)nc2N)cc1	-4.2%	?	-16.6%	-9.3%	1.2%	4.3%
31	CCc1nonc1NC(=O)c1oc2ccc(Br)cc2c1C	2.2%	5.2&7.7	-10.6%	-6.2%&8.5%	1.3%&-3.1%	.
32	Cc1ccc(OCCn2cc(/C=C/C(=O)O)c3ccccc32)cc1	-1.3%	23.4	-55.4%	-13.9%	-2.5%	-4.3%
33	Cc1ccc2cc(CCNC(=O)C3CCCC3)c(=O)[nH]c2c1	-3.4%	41.0	1.1%	2.0%	?	-0.2%
34	Cc1cc(=O)[nH]c(SC/C=C/c2ccccc2)n1	-5.9%	1.2	-18.5%	0.2%	-2.9%	-24.9%
35	CCc1ccc(-n2c(=O)c3cccnc3n2CC(=O)N(CC)c2cccc(C)c2)cc1	.	?	.	0.9%	10.5%	.
36	Cc1cc(C)c2[nH]c(=O)c(CN(CC3CCCO3)S(=O)(=O)c3ccc4c(c3)OCCO4)cc2c1 (centres undefined)	1.5%	-3.3	10.4%	-5.3%	-14.5%	0.4%
37	CN1CCN(Cc2nc3c(c(=O)n(C)c(=O)n3C)n2CCCc2ccccc2)CC1	7.1%	20.6	3.6%	9.8%	1.6%	0.6%
38	CCN(C(=O)COc1ncnc2scc(-c3ccc(F)cc3)c12)C1CCS(=O)(=O)C1 (centres undefined)	8.7%	-16.6	-2.2%	7.8%	3.4%	0.3%
39	COc1ccc(N2CCN(C(=O)c3oc4ccccc4c3NC(=O)Cc3cccc(OC)c3)CC2)cc1	?	-2.5	9.4%	-1.0%	?	-1.1%
40	CCc1cccc(NC(=O)CC2SC(N3CCCC3)=NC2=O)c1 (centres undefined)	1.2%	43.7	3.6%	.	.	.
41	CCOC(=O)c1cnc2c(OC)cccc2c1Nc1ccc2c(c1)OCCO2	-4.5%	-37.4	-10.4%	-9.6%	?	-13.3%
42	CC1CCC(NC(=O)CCS(=O)(=O)c2ccc3c(c2)oc(=O)n3C)CC1 (centres undefined)	-2.9%	-14.0	-5.1%	?	-7.0%	.
43	O=C(Nc1cccnc1)c1cc([N+](=O)[O-])ccc1Cl	11.6%	6.2	5.2%	-19.1%	-1.8%	-1.9%
44	CN(C)CCNC(=O)Cn1ccc2cc(S(=O)(=O)N3CCCCC3)ccc21	6.6%	-25.2	-5.8%	-22.5%	-6.5%	9.1%
45	Cc1ccc(-c2nc(SCC(=O)c3c(N)n(C)c(=O)n(C)c3=O)n[nH]2)cc1	0.4%	8.8	-2.8%	1.4%	-2.1%	1.5%
46	COc1ccccc1NC(=S)NCc1cccs1	17.1%	15.2	-8.8%	?	-2.0%	4.0%
47	O=C(Cc1ccccc1)Nc1sc2c(c1C(=O)Nc1cccc(Cl)c1)CCCCC2	.	-6.3	.	7.0%	11.3%	.
48	O=C(CCNS(=O)(=O)c1ccccc1Cl)N1CCN(c2ccccn2)CC1	-19.6%	7.1	-8.9%	-3.7%	-4.6%	.
49	CN1C(=S)SC(/[N+]([O-])=C\c2ccccc2)C1(C)C (centres undefined)	-5.5%	-11.2	-12.4%	0.5%	-1.0%	10.5%
50	CCOC(=O)Cc1nnc(NC(=O)CSc2ccccc2)s1	4.9%	3.7	-56.4%	1.3%	-0.7%	-1.7%
51	O=C(COc1ccc(Cl)cc1Cl)N/N=C/c1ccc[nH]1	7.6%	-39.8	-27.4%	-26.3%	2.1%	-3.9%
52	CN1CCN(c2ccc(NC(=O)COc3ccc4ccccc4c3)cc2)CC1	-28.8%	8.8	-2.7%	-1.2%	-3.5%	11.0%
53	C=COCCn1c(=N)n(CCC)c2ccccc21	2.8%	-16.0	-1.3%	-11.7%	0.7%	-0.9%
54	CCCOc1ccc(N2C(=O)CC(SC(=NCC)NCC)C2=O)cc1 (centres undefined)	11.5%[2.32 µM]	?	-31.4%	-13.3%	-14.3%	-0.2%
55	CC(=O)NCCNC(=O)c1oc2ccccc2c1CSc1ncn[nH]1	-7.1%	0.1	-23.8%	4.1%	-0.3%	-0.9%
56	CCOC(=O)COc1cc(=O)n(CC)c2ccccc12	14.0%	0.0	-9.7%	5.3%	?	-7.2%
57	Oc1c(Cl)cccc1C=Nc1cc(C(F)(F)F)ccc1N1CCCC1	-3.8%	39.9	-27.9%	-11.8%	-7.1%	-23.2%
58	COc1cccc(N(CC(=O)N2CCC(C)CC2)S(=O)(=O)c2ccc(C)cc2)c1	.	-8.6	.	-4.7%	-6.6%	.
59	CCOC(=O)CSc1nnc(CNC(=O)c2ccc(OC)cc2)n1Cc1ccccc1	-0.7%	18.6	45.8%	0.9%	?	3.8%
60	COC(=O)COc1cccc(NC(=O)C(c2ccccc2)c2ccccc2)c1	10.7%	7.7	-16.4%	-16.1%	?	-5.6%

# (listing goes on)
No.	molecule	AMA1-RON2 inh	HCMV antiviral	AmpC no deterg	Sm TGR block	AmpC inh detg	Giardia FBPA inh
61	O=C(Nc1ccccc1)Nc1ccccc1C(=O)NCc1ccco1	-7.6%	-16.1	-27.0%	3.0%	-9.3%	-6.9%
62	Cc1ccc(C(=O)NCCC2=CCCCC2)cc1S(=O)(=O)N1CCOCC1	-5.5%	-17.7	6.8%	-2.4%	?	.
63	COc1cccc(C2N(c3ccc(Cl)cc3)C(=O)C3CCCN32)c1 (centres undefined)	3.5%	24.3	7.9%	-3.4%	-2.8%	-4.7%
64	O=c1[nH]c2ccccc2c(O)c1-c1cc2ccccc2oc1=O	.	-9.2	-22.0%	6.0%	1.4%	-9.3%
65	O=C(NCc1ccccn1)c1cccc(NS(=O)(=O)c2ccccc2)c1	35.6%[activator]	-7.5	-11.1%	?	-6.0%	.
66	O=C(O)CCC(=O)NC1CCCCCCC1	-29.0%	-16.0	-5.2%	8.5%	0.9%	1.6%

# Only AMA1-RON2 inh, HCMV antiviral and AmpC inh detg (two entries from above):
nr	molecule	AMA1-RON2 inh	HCMV antiviral	AmpC inh detg
62	Cc1ccc(C(=O)NCCC2=CCCCC2)cc1S(=O)(=O)N1CCOCC1	-5.5%	-17.7	?
63	COc1cccc(C2N(c3ccc(Cl)cc3)C(=O)C3CCCN32)c1 (centres undefined)	3.5%	24.3	-2.8%
